CHOP UPR activ: activators of apoptotic arm of unfolded protein response (CHOP) | CHO-CHOP luciferase reporter, UPR activation, luminescence; percent of tunicamycin response over DMSO baseline | activation, % at 10 µM | actives 0.34% (n = 330,000) | AID 449763;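 active = at 10 µM dose, activation of 40% or more, normalized to positive control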;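 also: 100% = tunicamycin at 10 µg/mL and 0% = DMSO alone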
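Assay system: CHO cells with stable CHOP pathway luciferase reporter; Buffer or medium: F12 plus 10% serum; Times: 16-18 h cell attachment, then 6 h compound exposure, 37 °C; Signal: luciferase luminescence; Read-out basis: percent activation relative to tunicamycin control; Control set: tunicamycin high control, DMSO low control.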
tim23-1 inh: tim23-1 yeast growth inhibition; inhibition, % at 20 µM; AID 463212; S. cerevisiae tim23-1 growth, BacTiter-Glo luminescence, 24 h; actives 1.3% (n = 330,000);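 active = growth inhibition of the mutant yeast at or above 50%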;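 also: temperature-sensitive mutant grown at 25 °C; plate controls were DMSO-treated mutant yeast for no effect and medium wells lacking yeast for full effect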
APJ ag: activates the human apelin receptor APJ; P35414; CHO-K1 APJ PathHunter beta-arrestin, luminescence; 0% DMSO wells, 100% apelin; activation, % at 20 µM; actives 0.11% (n = 330,000); AID 2520;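 active = activation more than six SD over the plate average, tested at 20 µM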;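 also: 0% = DMSO alone and 100% = apelin-13 at 10 nM; some results filed as inactive read as strong as hits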
Target sequence (P35414 whole entry, looked up): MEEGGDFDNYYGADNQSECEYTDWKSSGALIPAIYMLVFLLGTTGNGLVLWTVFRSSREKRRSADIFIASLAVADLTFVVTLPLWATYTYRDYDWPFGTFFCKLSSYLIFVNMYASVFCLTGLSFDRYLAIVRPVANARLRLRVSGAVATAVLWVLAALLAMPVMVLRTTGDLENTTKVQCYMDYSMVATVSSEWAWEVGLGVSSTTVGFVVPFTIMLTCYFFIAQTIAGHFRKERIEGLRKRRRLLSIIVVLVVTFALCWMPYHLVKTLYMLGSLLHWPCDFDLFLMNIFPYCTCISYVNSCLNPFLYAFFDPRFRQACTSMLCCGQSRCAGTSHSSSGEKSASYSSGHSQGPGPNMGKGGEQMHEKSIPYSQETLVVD
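Assay system: engineered CHO-K1 APJ arrestin reporter cells; Amount: 1000 CHO-K1 reporter cells seeded per well; Dosing: one dose, 20 µM compound, 1% DMSO; Times: compound stimulation 90 min at 25 °C, detection 60 min; Measured by: luminescent beta-gal fragment complementation, chemiluminescent substrate; Read-out: APJ–arrestin association signal; Controls: DMSO vs Apelin-13 10 nM.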
XBP1 UPR activ: activators of adaptive arm of unfolded protein response (XBP1). CHO-XBP1 luciferase reporter, IRE1-XBP1 UPR activation, luminescence; percent of tunicamycin response, DMSO as zero. activation, % at 20 µM. actives 0.33% (n = 330,000). AID 463104;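 active = versus positive control, 20 µM dose yields 30% or more activation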;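 also: 100% = tunicamycin at 10 µg/mL and 0% = DMSO only wells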
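incubation = overnight seeding at 37 °C, 6 h compound treatment at 37 °C | assay system = CHO-XBP1 cells stably carrying IRE1-XBP1-driven luciferase reporter | input = 1000 cells per well | detection = luciferase luminescence | dosing = single point, 20 µM final compound, 1% DMSO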
Mdm2 MdmX PPI: inhibitors of human Mdm2/MdmX interaction. O15151+Q00987. SaOS-2 split-luciferase Mdm2/MdmX complementation, luminescence. inhibition, % at 8 µM. actives 3% (n = 330,000);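 active = inhibition of at least 50% at 8 µM in the primary screen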
APJ antag: blocks the human apelin receptor APJ. CHO-K1 APJ beta-arrestin complementation, luminescence. AID 2521. actives 0.32% (n = 330,000). inhibition, % at 20 µM. P35414;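 active = inhibition above about 40% at 20 µM, limit read from the data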;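 also: cells challenged with 10 nM apelin-13 agonist together with compound; plate controls were apelin-13 plus DMSO wells for no effect and DMSO wells lacking apelin-13 for full effect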
Jurkat NFkB inh: lowers PMA/ionomycin-induced NF-kB signal in Jurkat cells; inhibition, % at 4 µM; actives 0.53% (n = 330,000); PMA/ionomycin-induced NF-kB luciferase reporter, luminescence; in the data active = inhibition above about 50%
697 NFkB inh: inhibitors of the PMA/ionomycin-induced NF-kB reporter in 697 B cells; inhibition, % at 4 µM; actives 0.33% (n = 330,000); 697 B-cell NF-kB luciferase reporter, 16 h; AID 435022; in the data active = inhibition above about 35%
* hit, by the source's call. Rows are unselected; any-hit rate near 5%.

SMILES	CHOP UPR activ	tim23-1 inh	APJ ag	XBP1 UPR activ	Mdm2 MdmX PPI	APJ antag	Jurkat NFkB inh	697 NFkB inh
Cc1ccc(S(=O)(=O)Nc2ccc3ncccc3c2)cc1	2.3	-9	-2	1	20	-11	17	-23
CC(=O)n1c(=O)oc2ccccc21	-1.1	4	0	4	-16	2	4	17
CCCCCC(=O)C(=O)c1ccc(O)cc1O	1.1	13	0	-5	-12	3	-1	-2
COc1ccccc1OCCC(=O)OCC(=O)Nc1cc(S(=O)(=O)N2CCOCC2)ccc1Cl	3.5	14	-1	1	-4	3	-7	-8
CCn1c(=S)sc2c(=O)n(-c3ccccc3)c(SCC(=O)NCc3ccco3)nc21	-0.7	-1	-3	-2	-20	16	-3	24
Cc1nn(Cc2c(Cl)cccc2Cl)c(C)c1C(=O)NCc1ccc(C)n1C	-3.9	-13	-4	2	2	-3	-6	1
O=C(COc1ccc(Br)cc1Br)NC(=S)N1CCCc2ccccc21	-0.8	-18	-6	-2	41	2	-24	-8
COc1ccc(NC(=O)CNS(=O)(=O)c2ccc(Cl)cc2)cc1	1.0	9	-2	1	-31	-25	-10	-19
CCCC(=O)c1cc2cc(Cl)ccc2oc1=O	1.7	1	-2	1	26	9	8	12
O=C(Cc1cccs1)N1CCN(S(=O)(=O)c2ccc(Br)cc2)CC1	0.7	17	0	1	-11	6	-9	-15
COc1ccccc1N1CCN(C(=O)C2C3C=CC4(CN(Cc5ccccc5Cl)C(=O)C24)O3)CC1 (centres undefined)	-1.8	16	-2	-3	0	-14	-3	12
c1csc(-c2nn[nH]n2)c1	-0.1	8	-2	1	11	-23	-3	13
O=[N+]([O-])c1ccc(Cl)c(S(=O)(=O)/N=C(/c2ccccc2)N2CCOCC2)c1	-0.1	-1	-1	3	21	-4	-3	19
COc1ccc(-n2c(=S)[nH]c3cc(C(=O)NCCCN4CCOCC4)ccc3c2=O)cc1OC	-1.7	14	-2	2	-9	0	-8	-2
COc1ccc(Cc2nnc(NS(=O)(=O)Cc3ccccc3)s2)cc1	-2.9	13	1	-1	-22	0	-6	-10
COc1ccc(OC)c(C(=O)NC(CC(N)=O)c2ccc(N3CCN(c4ccccc4)CC3)c([N+](=O)[O-])c2)c1 (centres undefined)	1.0	-2	-3	-2	2	3	23	15
COc1ccc(NC(=O)c2cc(-c3ccccc3)on2)cc1OC	4.7	6	3	-4	-25	-12	-9	-8
Cc1cc(/C(N)=N/OC(=O)c2ccccc2Cl)no1	-5.4	13	1	-9	-38	4	-121	-212
COc1cccc(C(C(=O)NC2CCCC2)N(Cc2cccnc2)C(=O)Cc2cccs2)c1 (centres undefined)	-0.2	6	-3	-5	4	0	-30	-10
CCN(CCCNC(=O)CCn1c(=O)[nH]c2ccccc2c1=O)c1cccc(C)c1	-0.4	1	-3	-2	16	-21	7	6

Gathered by group: those above containing bromine.
SMILES	CHOP UPR activ	tim23-1 inh	APJ ag	XBP1 UPR activ	Mdm2 MdmX PPI	APJ antag	Jurkat NFkB inh	697 NFkB inh
O=C(COc1ccc(Br)cc1Br)NC(=S)N1CCCc2ccccc21	-0.8	-18	-6	-2	41	2	-24	-8
O=C(Cc1cccs1)N1CCN(S(=O)(=O)c2ccc(Br)cc2)CC1	0.7	17	0	1	-11	6	-9	-15

New compounds follow.
SMILES	CHOP UPR activ	tim23-1 inh	APJ ag	XBP1 UPR activ	Mdm2 MdmX PPI	APJ antag	Jurkat NFkB inh	697 NFkB inh
O=C(O)CC1S/C(=N/N=C/C2CC=CCC2)NC1=O (centres undefined)	0.5	11	-3	-1	12	-9	0	-3
Cc1ccccc1-c1nc(CS(=O)(=O)CC(=O)NC2CC2)c(C)o1	-0.7	-5	1	-3	21	2	-11	3
O=C(NCc1ccc(F)cc1)c1cccc(S(=O)(=O)N2CCCC2)c1	-0.2	3	-2	-4	16	2	-1	-16
CCCc1ccc(C2C3=C(CC(C)(C)CC3=O)NC3=C2C(=O)c2ccccc23)cc1 (centres undefined)	21	22	0	17	76*	30	-12	14
CC(=O)Nc1cccc2c1C(=O)N(c1cccc(OC(C)=O)c1)C2=O	-0.6	-7	-3	-1	0	-19	6	0
COc1ccc(CC(=O)Nc2ccc(N3CCCCC3)cc2)cc1	1.2	9	-2	1	9	16	-13	-28
O=C(NCCc1ccc(F)cc1)c1ccc(Cl)c(S(=O)(=O)N2CCOCC2)c1	-0.1	4	-5	0	-7	3	17	-6
O=c1ccc(-c2nc3ccccc3n2Cc2ccccc2Cl)c[nH]1	-1.4	8	-3	-2	25	-5	20	18
CCNC(=S)NCc1ccco1	-1.4	4	1	0	18	-7	3	-6
O=C(NC1CCCCC1)c1ccc(Cn2cc(Br)cn2)o1	0.1	4	-3	-1	16	0	3	16
CC(C)CC(=O)Nc1cc([N+](=O)[O-])ccc1Cl	-0.4	-9	-4	-2	23	-8	-5	7
Cc1ccccc1CNC(=O)CCNS(=O)(=O)c1ccc(OC(F)(F)F)cc1	0.9	-4	-3	0	15	-5	-1	8
CC(=O)c1ccc(N(CC(=O)NC2CCCCC2)C(=O)CNC(=O)c2ccco2)cc1	-1.4	-5	-4	-3	-6	4	6	12
COCC(C)n1c(SCC(=O)NC(=O)NC2CCCC2)nc2ccccc2c1=O (centres undefined)	0.1	38	-3	0	9	-8	7	23
CCc1nnc(NC(=O)CCC(=O)NC2CCCc3ccccc32)s1 (centres undefined)	0.5	5	1	-2	-1	3	-14	1
C=CCOc1ccccc1CN1CCC(CO)(CCOc2ccccc2)CC1	-0.3	-3	2	-2	-17	-18	2	-6
O=C(c1cccs1)N1CCN(c2nc3ccccc3s2)CC1	1.4	20	3	-3	-16	-2	-7	-22
CCN(C[C@H]1N[C@@](CC)(C(=O)OC)[C@H]2C(=O)N(C)C(=O)[C@@H]12)C(=O)c1ccc(F)cc1	-0.4	-3	-2	-2	5	-16	8	9
COC(=O)C1=C(C)N(CCCC(=O)O)C(=O)NC1c1ccc([N+](=O)[O-])cc1 (centres undefined)	-0.9	13	1	0	-20	0	12	10
c1ccc(-n2ncc3c(N4CCN(c5ccccn5)CC4)nc(N4CCCCCC4)nc32)cc1	1.2	3	0	1	22	-12	-18	15

Entries from the list above that contain a COOH group, in the order listed:
SMILES	CHOP UPR activ	tim23-1 inh	APJ ag	XBP1 UPR activ	Mdm2 MdmX PPI	APJ antag	Jurkat NFkB inh	697 NFkB inh
O=C(O)CC1S/C(=N/N=C/C2CC=CCC2)NC1=O (centres undefined)	0.5	11	-3	-1	12	-9	0	-3
COC(=O)C1=C(C)N(CCCC(=O)O)C(=O)NC1c1ccc([N+](=O)[O-])cc1 (centres undefined)	-0.9	13	1	0	-20	0	12	10

Next records:
SMILES	CHOP UPR activ	tim23-1 inh	APJ ag	XBP1 UPR activ	Mdm2 MdmX PPI	APJ antag	Jurkat NFkB inh	697 NFkB inh
Cc1ccc(S(=O)(=O)/C(C#N)=C/c2c(N3CCN(C)CC3)nc3ccccn3c2=O)cc1	-1.6	5	5	-2	18	2	-17	-1
CC(=NNC(=O)c1cc(C)oc1C)c1ccc(Br)s1	-2.1	-8	-2	0	30	1	2	15
O=C(Nc1ccc2c(c1)OCCO2)C1CCN(C(=O)c2ccc([N+](=O)[O-])cc2)CC1	-3.5	0	-2	-1	13	6	0	9
Cc1ccc(N(C(=O)CCC(=O)Nc2cc(C)on2)C(C(=O)NC2CCCC2)c2ccncc2)cc1 (centres undefined)	-0.9	1	1	-1	8	16	4	15
COc1cccc(Nc2c(F)c(F)c(F)c(F)c2C(=O)O)c1	-1.8	1	-2	-1	26	-25	-10	12
CCOC(=O)C1CCN(c2ncnc3c2cnn3C)CC1	-0.7	6	-3	3	1	12	-4	13
COc1ccc2oc(-c3ccco3)cc(=O)c2c1	3.5	8	-2	-1	-146	3	-104	-106
COc1ccc(CNCCCO)cc1OC	0.6	-6	-3	2	2	-7	-3	22
O=C(COC(=O)c1ccc(O)cc1O)Nc1ccc2ccccc2c1	1.7	18	-3	1	41	10	-16	-28
COc1ccc(CNC(=O)Cn2ncn3cccc3c2=O)cc1	1.0	-2	-3	-4	18	-3	-37	-22
CO/N=C/c1ccc(OC)c(Oc2nc(OC)cc(OC)n2)c1	-2.6	15	-4	-1	29	1	34	14
Cc1cc(C)cc(OCC(=O)OCC(=O)NC2CCCCCC2)c1	-2.9	12	0	-2	5	-4	-4	18
CC1CN(CC(=O)Nc2cccc(C(=O)Nc3cccc(C(F)(F)F)c3)c2)CC(C)O1 (centres undefined)	-0.2	20	2	-1	-1	-10	0	-44
COc1ccc(NC(=O)c2cc(S(=O)(=O)N3CCCC3)ccc2OC)cc1	2.3	10	0	-4	13	6	-2	2
CCc1c(O)nc(SCC(=O)Nc2ccc(OC)cc2)n(C2CCCCC2)c1=O	-0.5	10	-3	-1	17	-2	-3	23
Cc1ccc(CSc2nnc(Cn3c(=O)sc4ccccc43)n2C)cc1	-1.2	7	-3	-1	24	-48	-1	1
CN(C)C(=O)c1cc(C(=O)c2ccccc2)c[nH]1	2.1	-1	1	4	-14	-7	-30	-1
COc1ccc(S(N)(=O)=O)cc1C(=O)N1CCCC1	-2.1	8	2	0	-43	4	12	13
COc1ccc(/C=N/N2C(=O)C3C4C=CC(CC4)C3C2=O)c(OC)c1 (centres undefined)	1.4	-2	-3	4	6	4	3	10
COc1cccc(CN(CC(=O)NCc2ccco2)C(=O)CNS(=O)(=O)c2ccccc2)c1	2.0	2	-2	-3	4	-1	6	20

The last three entries of the section before are carried over, then new ones follow.
SMILES	CHOP UPR activ	tim23-1 inh	APJ ag	XBP1 UPR activ	Mdm2 MdmX PPI	APJ antag	Jurkat NFkB inh	697 NFkB inh
COc1ccc(S(N)(=O)=O)cc1C(=O)N1CCCC1	-2.1	8	2	0	-43	4	12	13
COc1ccc(/C=N/N2C(=O)C3C4C=CC(CC4)C3C2=O)c(OC)c1 (centres undefined)	1.4	-2	-3	4	6	4	3	10
COc1cccc(CN(CC(=O)NCc2ccco2)C(=O)CNS(=O)(=O)c2ccccc2)c1	2.0	2	-2	-3	4	-1	6	20
COc1ccc(S(=O)(=O)N2CCCC2C(=O)Nn2cnnc2)cc1 (centres undefined)	0.8	4	-3	-2	19	5	5	5
O=C(NNC(=O)c1cc(Br)ccc1O)c1csc(N2CCOCC2)n1	-1.3	22	-3	-2	64*	-36	0	21
CC(=O)N1N=C(c2ccc(Br)cc2)OC1(C)CC(=O)Nc1ccccc1 (centres undefined)	0.0	31	-3	-1	-24	-8	7	-11
O=C(Oc1cccc(NC(=O)c2cccs2)c1)c1cccc(S(=O)(=O)N2CCCC2)c1	2.0	4	-1	2	-4	-5	-10	-7

Molecules from the list above that have an aryl thioether with sulfur outside any ring, in the order listed:
SMILES	CHOP UPR activ	tim23-1 inh	APJ ag	XBP1 UPR activ	Mdm2 MdmX PPI	APJ antag	Jurkat NFkB inh	697 NFkB inh
CCn1c(=S)sc2c(=O)n(-c3ccccc3)c(SCC(=O)NCc3ccco3)nc21	-0.7	-1	-3	-2	-20	16	-3	24
COCC(C)n1c(SCC(=O)NC(=O)NC2CCCC2)nc2ccccc2c1=O (centres undefined)	0.1	38	-3	0	9	-8	7	23
CCc1c(O)nc(SCC(=O)Nc2ccc(OC)cc2)n(C2CCCCC2)c1=O	-0.5	10	-3	-1	17	-2	-3	23
Cc1ccc(CSc2nnc(Cn3c(=O)sc4ccccc43)n2C)cc1	-1.2	7	-3	-1	24	-48	-1	1

Screening results as filed in PubChem.
